Pf Dd2 inh – qHTS Primary assay for Inhibitors of Plasmodium falciparum Dd2 growth in vitro. P. falciparum Dd2 growth, SYBR Green, 72 h. Potency, µM (titrated, usually from 28.9 µM), without a hit: at the top dose activity, negative = inhibition, usual class: inhibitors. 120,000 compounds, 4.3% hits. AID 1347417, 2020; active means well fitted inhibition curve with a large enough effect; inconclusive means small, poorly fitted or top-dose-only effect; inactive means no such curve, though single readings can be large or run the other way;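 further: plate controls were DMSO vehicle for no effect and reference drug for full effect; nearly all actives have a fitted effect of over 65% in size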
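Infected erythrocytes (Dd2, 0.3% parasitemia, 2.5% hematocrit final) are added to compound in RPMI-1640/Albumax II medium, grown 72 h at 37C in low oxygen, then lysed with saponin/Triton-X containing SYBR Green and read by fluorescence.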
Active calls of the source: *; i = inactive; u = inconclusive; [ ] = another dose, or the depositor's remark. Potency means the concentration at half of the fitted maximal effect. A portion of the library, so the mix of outcomes need not match the whole.

cpd | Molecule | Pf Dd2 inh
1 | Cn1nccc1C(O)c1cc2n(n1)CCN(S(=O)(=O)c1ccccc1)C2 (stereo not given) | -8%
2 | Cc1ccc(-c2ccc3nnc(CNC(=O)Cc4ccc(Cl)cc4)n3n2)cc1 | 22%
3 | O=c1cc(-c2ccccc2)n2c(SCc3ccc(Br)cc3)nnc2[nH]1 | 22%
4 | COc1cccc(CNC(=O)CN2C(=O)C(c3ccccc3)=NC2(C)C)c1OC | 1%
5 | O=C(c1cccc(OC2CN(CC3CC=CCC3)C2)c1)N1CCCC1 (stereo not given) | u
6 | Cc1ncc(CN2CCC(N3CCC(C(=O)NCc4ccccn4)CC3)CC2)s1 | -8%
7 | COc1ccc(C(=O)Nc2cccc(OCc3cc(=O)n4c5c(sc4n3)CCCC5)c2)cc1OC | -8%
8 | O=C1CCN(C(=O)c2cccs2)CCCCCCN1 | 5%
9 | CCOc1cc(CNc2ccc(O)cc2)ccc1OCc1ccc(Cl)cc1 | u
10 | CCCCOc1ccc(C(=O)NCc2cn3cccc(C)c3n2)cc1 | 18%
11 | Cc1cccc(OCc2ccc(-c3nc(C#N)c(NCc4cccnc4)o3)o2)c1 | 7.9µM*
12 | CCOc1cc(CNc2ccc(C(=O)O)cc2)ccc1OCc1ccccc1 | 6%
13 | O=C(Nc1ccc2c(N3CCCC3)ncnc2c1)c1cc(F)ccc1Cl | 5µM*
14 | O=C1NCC2(CCCN(C(=O)CCc3nc4ccccc4[nH]c3=O)C2)O1 (stereo not given) | -19%
15 | O=C(Nc1ccc(Cl)cc1)C1=NO[C@@H]2CN(c3ccccn3)C[C@H]12 | 13%[44.1 µM]
16 | O=C(c1cc(C2CC2)nc2onc(C3CCCN3)c12)N1CCCCC1 (stereo not given) | -25%
17 | Cn1cc(S(=O)(=O)N2CCCCCC2)cc1C(=O)N1CCN(c2ccccc2F)CC1 | i
18 | O=C1Nc2ccccc2CC12CCCN2C1COC1 (stereo not given) | 23%[44.1 µM]
19 | O=C(NCCc1ccc(F)cc1)C(=O)NCC(c1cccs1)S(=O)(=O)c1ccc(F)cc1 (stereo not given) | -13%
20 | COc1ccccc1NC(=O)CCn1c(=O)oc2cc(Cl)ccc21 | 20%[5.79 µM]
21 | CCCNC(=O)N1CCOC[C@H](Oc2cccnc2)C1 | 25%[44.1 µM]
22 | COc1cccc(CNC(=O)C(C)n2ccc3cc(S(=O)(=O)N4CCCCCC4)ccc32)c1 (stereo not given) | 2%
23 | CS(=O)(=O)c1ccc(OC[C@H]2C[C@@H](NC(=O)c3cncnc3)[C@H](O)[C@@H]2O)cc1 | -1%
24 | CCCCOc1ccc(-c2nonc2NC(=O)c2ccco2)cc1 | 42%[activator]
25 | Cn1c(CNC(=O)C2CCN(c3cn[nH]c(=O)c3)C2)nc2ccccc21 (stereo not given) | u
26 | CCC(=O)Nc1ccc(-c2c(-c3ccc(F)cc3)nn(-c3ccc(F)cc3)c2OC(C)=O)cc1 | -23%
27 | COc1ccc(-n2ccnc2CN2CCOC(c3cccnc3)C2)cc1 (stereo not given) | -13%
28 | Cc1noc(C)c1-c1cc2cc(C(C)C)oc2c(-c2cccc(CO)c2)n1 | -6%[44.1 µM]
29 | COc1ccc(S(=O)(=O)NCC(c2ccc(N(C)C)cc2)N2CCCC2)cc1F (stereo not given) | u
30 | O=C(O)c1ccc(CN2C[C@@H]3OCC(=O)N(c4ccccc4)[C@@H]3C2)cc1 | 13%[44.1 µM]
31 | O=C([C@H]1C[C@@H](O)[C@H](O)[C@@H]2N=C(Nc3cccc(C(F)(F)F)c3)S[C@@H]21)N1CCOCC1 | -12%
32 | COc1nc2nc(CCc3ccccc3)n(C)c2cc1Nc1ccncn1 | -12%[44.1 µM]
33 | COc1ccc(-n2c(=O)[nH]c3cccnc32)cc1OC | 12%[44.1 µM]
34 | O=C(c1cccs1)N1CCC(Cc2nc(C3CC3)n[nH]2)CC1 | u
35 | COCCn1ncc(N2CCC(NC(=O)COc3ccc(F)cc3)CC2)cc1=O | i
36 | O=C(CCS(=O)(=O)c1cccc2nonc12)Nc1cccc(F)c1 | 39%[activator]
37 | COc1ccc(-c2ccc3nnc(CNC(=O)c4cc(Cl)ccc4F)n3n2)cc1 | i
38 | Cc1ccc(C2Cn3nnc(-c4noc(C5(c6ccccc6)CC5)n4)c3CO2)cc1 (stereo not given) | u
39 | Oc1c(C(c2ccccc2F)N2CCCCC2)sc2nc(-c3ccco3)nn12 (stereo not given) | 6%
40 | CCOc1ccc(Nc2oc(/C=C/c3cc(OC)c(OC)c(OC)c3)nc2C#N)cc1 | u
41 | COc1ccccc1OCCNC(=O)c1ccc2c(c1)N(S(C)(=O)=O)CC2 | i
42 | CCOCCCNC(=O)N1CCOc2ccc(CN(CC)CC)cc2C1 | i
43 | COc1ccc(C(=O)N2CCC3(CC2)COc2ccccc2[S+](=O)([O-])N3)cc1 | 0%
44 | COc1ccc(C(=O)N2CCC(n3c(=O)[nH]c4ccccc43)CC2)cc1 | 7%
45 | Cc1sc2cc(C(=O)NC(C)C)[nH]c2c1CN1CCCCC1 | i
46 | CCc1noc([C@@H]2CC(F)(F)CN2C(=O)C2CCOCC2)n1 | 11%
47 | CCC(CC)N1CCN(C(=O)c2ccc3c(c2)N(S(C)(=O)=O)CC3)CC1 | i
48 | COc1ccccc1-c1ccnc(-c2nnc(C)n2-c2ccccc2)c1 | i
49 | c1cncc(-c2cc(-c3ccc4cn[nH]c4c3)cn3cncc23)c1 | -10%[44.1 µM]
50 | COc1ccc(CN2C(=O)COC[C@H]2C(=O)NCC2CC2)c(OC)c1 | 2%

(list continues)
cpd | Molecule | Pf Dd2 inh
51 | Cc1ccc(Cl)cc1N1CCN(CCCNC(=O)c2nnc(Cc3cccc(Cl)c3)o2)CC1 | u
52 | Cc1[nH]c2c(c1C(=O)NC1CC(c3nnc(CN(C)C)n3C)C1)C(=O)CCC2 (stereo not given) | -6%
53 | CCn1cc(CN2CCC(N3C(=O)[C@H](OCCOC)[C@@H]3c3ccncc3)CC2)cn1 | 18%
54 | COCCNC(=O)CCCn1c(SCc2ccccc2C)nc2c(sc3ccccc32)c1=O | u
55 | CNC(=O)[C@@H]1C[C@H](Oc2ccccc2)CN1C(=O)CCc1c[nH]c2ccccc12 | u
56 | CCCNC(=O)C1c2ccccc2C(=O)N(C2CCCCC2)C12CCCCC2 (stereo not given) | i
57 | COc1ccc(OC)c(S(=O)(=O)N2Cc3ccccc3CC2C(=O)Nc2ccc(C)cc2C)c1 (stereo not given) | i
58 | O=C(c1ccc2nc[nH]c2c1)N1CCCN(c2cc(-c3ccc(Br)cc3)[nH]n2)CC1 | u
59 | Cc1ccc2oc(C(=O)Nc3ccc(S(=O)(=O)N(C)c4ccccc4)cc3)cc(=O)c2c1 | 10%
60 | Cc1ccc(-c2nc(-c3cccs3)c(-c3cccs3)[nH]2)cc1 | -19%
61 | CCn1c(=O)c2cc(C(=O)N(C)c3cc(C)ccc3C)sc2c2ccccc21 | u
62 | N#Cc1ccc(O[C@@H]2CCOC[C@H]2NC(=O)c2nnc3n2CCCCC3)cc1 | -29%
63 | COc1ccccc1N(CC(=O)Nc1ccccc1F)S(C)(=O)=O | 79%[activator]
64 | Cc1noc([C@@H]2CNC[C@H]2C(=O)N2CC=C(c3ccccc3)CC2)n1 | -1%
65 | CCOc1ccccc1NC(=O)CSc1nc2c(oc3ccccc32)c(=O)n1C(C)C | 1%
66 | CCc1ccc(C(=O)N2CCC(C3CCN(S(C)(=O)=O)CC3)C2)cc1 (stereo not given) | -19%
67 | O=C(O)C1CCc2nnc(C3CCCN(C(=O)c4ccc5c(c4)OCO5)C3)n21 (stereo not given) | 19%
68 | Cc1nccn1CCCC(=O)N1C[C@@H](F)C[C@H]1CNC(=O)CC(C)C | -2%
69 | CCOC(=O)c1ccccc1NC(=O)CN1C(=O)CC(c2ccccc2)Sc2ccccc21 (stereo not given) | i
70 | COC(C)(C)C(=O)N[C@H]1CN(Cc2cccc(C#N)c2)C[C@@H]1C(C)C | i

Screen by screen, from the results shown.
Compounds 16–21 in Pf Dd2 inh: -25%, i, 23%[44.1 µM], -13%, 20%[5.79 µM], 25%[44.1 µM]

New compounds follow
cpd | Molecule | Pf Dd2 inh
71 | CCc1ccc(NC(=O)C2CCN(c3nnc(-n4c(C)ccc4C)s3)CC2)cc1 | i
72 | CC(=O)NC[C@@H]1C=C(C)[C@H](Cc2nc3ccccc3[nH]2)C[C@H]1C(C)C | -24%[44.1 µM]
73 | O=C(Nc1ccccc1F)N1CCCCCC1c1nc(-c2cccnc2)no1 (stereo not given) | u
74 | COC(=O)N(C)Cc1ccccc1C(F)(F)F | 14%[44.1 µM]
75 | COCCN1C(=O)[C@H]2CN(Cc3cccc(C#N)c3)C[C@H]2C1=O | -6%
76 | COCC(=O)N(C)C1CCOc2ccccc21 (stereo not given) | u
77 | CCCc1nccn1S(=O)(=O)c1cc(Br)ccc1OC | 36%[activator]
78 | Cc1ccc(S(=O)(=O)c2nc(-c3cccs3)oc2SCC(=O)Nc2cc(C)cc(C)c2)cc1 | u
79 | COc1ccccc1CNC(=O)C(=O)NCC(c1ccc2c(c1)OCO2)N1CCOCC1 (stereo not given) | -16%
80 | CC1(C(=O)N2C[C@@H](Oc3cccnc3)C[C@H]2C(=O)N2CCCC2)CCCCC1 | i
81 | Cc1ccc(-n2ncc3c(NCCC4=CCCCC4)ncnc32)cc1 | 20%
82 | Cc1nn(-c2ccc(C(C)C)cc2)c(C)c1[C@@H]1C=C[C@@H](NC(=O)CC2(CC(=O)O)CCCC2)C1 | i
83 | CC(C)CN1C(=O)c2cccn2CC1CNC(=O)c1ccccc1 (stereo not given) | u
84 | COc1ccccc1-c1nnc(SCCOc2ccccc2C)o1 | 37%[activator]
85 | NC(=O)CNC(=O)[C@@]1(O)C[C@@H](O)[C@H](O)[C@@H](NC(=O)c2ccc(F)c(Cl)c2)C1 | -3%[44.1 µM]
86 | c1csc(-c2[nH]ncc2CNC2CCC3(CCNCC3)CC2)c1 | 9%
87 | CCNC(=O)c1ccc(OC2CCN(C(=O)c3ccnn3C)C2)nc1 (stereo not given) | 13%
88 | COc1cc(C)c2c(c1C)C[C@H](C(C)C(=O)NCc1ccco1)CC2 (stereo not given in full) | i
89 | CCC1CCCCN1CCCNC(=O)c1ccc2c(c1)N(Cc1cccc(Cl)c1)C(=O)c1ccccc1S2(=O)=O (stereo not given) | -6%
90 | Cc1cnc(C(=O)N2CCCC(c3nc(C4CCOCC4)no3)C2)cn1 (stereo not given) | 27%
91 | O=S(=O)(NCCc1csc(-c2ccc(F)cc2)n1)c1ccc(Cl)cc1 | i
92 | CCCNC(=O)Cc1ccc(N(Cc2ccccc2)C(=O)c2ccco2)cc1 | i
93 | Cc1nc(-c2cn(C3CCCN(C(=O)c4ccccc4)C3)nn2)no1 (stereo not given) | -22%
94 | CCOc1ccc(CCNC(=O)Cn2ccc3cc(S(=O)(=O)N4CCCCCC4)ccc32)cc1 | u
95 | CCc1ccccc1NC(=O)Cn1nnc2sc3c(c2c1=O)CCC(C(C)(C)C)C3 (stereo not given) | -23%
96 | CNC(=O)[C@@H]1CN(S(=O)(=O)c2cccnc2)C[C@H]1C1CCN(C)CC1 | 11%
97 | OC1CCCN(c2ccc(-c3nc(-c4cccc(C(F)(F)F)c4)no3)cn2)C1 (stereo not given) | u
98 | CN(Cc1ccc(-c2ccccc2)cc1)Cc1ccsc1 | u
99 | COc1ccc(Cl)cc1C(=O)N1CCCN(c2cc(-c3ccc(C)c(C)c3)[nH]n2)CC1 | i
100 | CC(C)COc1cc(=O)n2c(c1C(=O)NCCCN1CCCCC1)CCCCC2 | 57%[activator]

6 structures out of the list, sorted by molar mass, smallest number first:
cpd | Molecule | Pf Dd2 inh
8 | O=C1CCN(C(=O)c2cccs2)CCCCCCN1 | 5%
46 | CCc1noc([C@@H]2CC(F)(F)CN2C(=O)C2CCOCC2)n1 | 11%
86 | c1csc(-c2[nH]ncc2CNC2CCC3(CCNCC3)CC2)c1 | 9%
88 | COc1cc(C)c2c(c1C)C[C@H](C(C)C(=O)NCc1ccco1)CC2 (stereo not given in full) | i
42 | CCOCCCNC(=O)N1CCOc2ccc(CN(CC)CC)cc2C1 | i
53 | CCn1cc(CN2CCC(N3C(=O)[C@H](OCCOC)[C@@H]3c3ccncc3)CC2)cn1 | 18%

(cont.)
cpd | Molecule | Pf Dd2 inh
101 | O=C(c1ccc2c(c1)OCO2)N1CCn2c(nn(-c3ccc(C(F)(F)F)cc3)c2=O)C1 | u
102 | Cc1ccc(C2C=C(c3ccccc3)Nc3nc(NS(=O)(=O)c4ccccc4)nn32)cc1 (stereo not given) | 0%
103 | COCC(=O)N1CCn2c(nn(-c3ccc(F)cc3)c2=O)C1 | -10%[44.1 µM]
104 | O=C(NCCS(=O)(=O)N1CCN(c2ccccc2F)CC1)C(c1ccccc1)c1ccccc1 | 10%
105 | COCCN(C)C[C@@H]1CN(C(=O)c2cccc3c(C)c(C)[nH]c23)C[C@@H]1CO | -16%
106 | O=C(Nc1ccc(-c2nc3cc(NC(=O)c4ccccc4F)ccc3o2)cc1)c1ccccc1F | u
107 | Cn1cccc1C(=O)N1CC(F)(F)C[C@H]1c1nnc(C2CC2)o1 | u
108 | O=C(NCc1ccccc1)c1ccccc1OC1CN(Cc2ccc(O)c(F)c2)C1 | u
109 | CC(=O)c1cc(-c2ccccc2)n(CCC(=O)NC2CCCCC2)c1C | -10%
110 | CCOC(=O)c1ccccc1NC(=O)COc1cc(=O)n(CC)c2ccccc12 | -6%
111 | Cc1cc(C)n(-c2ccc(F)cc2CN2CCC3(CC2)COC(=O)O3)n1 | -5%
112 | Cc1ccc(C(=O)NCc2ccc(F)cc2)cc1NC(=O)c1nsc2ccccc12 | u
113 | O=C(C1CC1)N1CCCCCCn2c(nnc2-c2ccc(F)cc2)CC1 | -15%
114 | COc1ccc(CCNC(=O)Cn2ccn3nc(-c4ccc(F)cc4)c(CO)c3c2=O)cc1OC | 12%
115 | Cc1ccc(CNC(=O)CSc2ccc(-c3sc(-c4ccccc4)nc3C)nn2)cc1 | -4%
116 | CC(C)N1C(=O)C2(CCCC2)C1C(=O)Nc1ccncc1 (stereo not given) | 18%

Screens from PubChem BioAssay.
